From PubChem
aGal spleen mod – alpha-galactosidase A (human) modulation; human spleen homogenate, 4MU-alpha-Gal fluorescence, 40 min; Potency, µM (top dose mostly 80 µM), for the others: top-dose activity change, negative = inhibition, hits mostly inhibitors; 240,000 compounds, 0.008% hits; AID 2107;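 also: 0% = enzyme with vehicle and -100% = no enzyme basal signal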
Target sequence (P06280 32-429 limits assumed): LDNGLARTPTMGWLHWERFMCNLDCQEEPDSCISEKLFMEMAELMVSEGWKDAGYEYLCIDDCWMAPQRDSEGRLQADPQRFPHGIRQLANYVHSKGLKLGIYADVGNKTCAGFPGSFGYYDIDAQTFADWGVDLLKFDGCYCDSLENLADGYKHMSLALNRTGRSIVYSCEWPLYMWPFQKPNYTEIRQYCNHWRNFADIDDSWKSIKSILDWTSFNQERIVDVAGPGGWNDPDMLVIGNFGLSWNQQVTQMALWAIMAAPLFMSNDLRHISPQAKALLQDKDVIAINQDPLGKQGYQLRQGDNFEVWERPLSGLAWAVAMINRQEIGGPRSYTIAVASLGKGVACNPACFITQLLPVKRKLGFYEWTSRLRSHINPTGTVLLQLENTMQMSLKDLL
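Spleen homogenate 1 ug + cpd (titration) + 4-MU-alpha-D-galactopyranoside 1 mM; 37C 40 min; 50 mM citrate/phosphate pH 5.0, 0.01% Tween-20; stop pH 10; fluorescence 365/440; AC50 via Hill.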
GAA spleen mod – inhibits or activates alpha-glucosidase in human spleen homogenate; 240,000 compounds, 0.006% hits; AID 2112; Potency, µM (top dose mostly 79.9 µM), for inactives: top-dose activity change, negative = inhibition, hits mostly inhibitors; human spleen homogenate, 4-MU-alpha-glucoside fluorescence; P10253;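 also: 0% = enzyme with vehicle and -100% = no enzyme basal signal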
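Human spleen homogenate (1 ug) with 4-methylumbelliferyl-alpha-D-glucopyranoside (1 mM final) in 50 mM citrate/phosphate pH 5.0, 0.01% Tween-20; 40 min at 37 C. Stopped at pH 10; 4-MU fluorescence Ex 365/Em 440 nm; AC50 by Hill fit.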
GAA inhib – alpha-glucosidase (human) inhibition. 200,000 compounds, 0.005% hits. AID 1466. Potency, µM (doses to about 76.9 µM), for the others: top-dose activity change, negative = inhibition, actives largely listed as inhibitors. purified human GAA, 4-MU-alpha-glucoside fluorescence. P10253;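 also: plate controls were uninhibited enzyme wells for no effect and no-enzyme background for full effect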
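Human enzyme at 4 nM with 400 uM 4-methylumbelliferyl-alpha-D-pyranoside, citrate/phosphate buffer pH 5.0, 0.005% Tween-20, 20 min at room temperature. Compounds up to 77 uM. 4-MU fluorescence (Ex 365/Em 440) read after NaOH/glycine stop; AC50 from Hill fit.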
SMN2 splice up – SMN2 splice variant enhancement; HEK293 SMN2-luciferase splicing reporter, luminescence, 30-36 h; Potency, µM (highest dose often 46.1 µM), without a hit: at the top dose activity change, positive = activation, hits mostly activators; 210,000 compounds, 2.8% hits; AID 1458; also: % of control where 0% means no effect; nearly all actives have a fitted effect of over 55% in size
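HEK293 cells carry an SMN2 minigene-luciferase reporter in which exon 7 inclusion puts luciferase in frame. Cells were seeded at 2000 cells/well, attached for 10-12 hours, then exposed to compounds for 30-36 hours at 37C before ONE-Glo luminescence.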
GAA glycogen – alters human alpha-glucosidase cleavage of glycogen; recombinant GAA, glycogen substrate, Amplex Red glucose oxidase fluorescence; Potency, µM (titrated, usually from 76.4 µM), inactives show at the highest dose activity change, negative = inhibition, actives largely listed as inhibitors; 300,000 compounds, 0.38% hits;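 also: 0% = full enzyme reaction and -100% = no-enzyme basal signal; the screen sought inhibitors and activators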
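Recombinant enzyme (4 nM final) with compounds titrated up to 77 uM and bovine liver glycogen (30 ug) in citrate pH 5.0, 0.01% Tween-20, 37 C 40 min. Released glucose detected by Amplex Red/glucose oxidase (Ex 573/Em 610); AC50 from Hill fits.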
ALDH1A1 block – inhibitors of human aldehyde dehydrogenase 1A1. Purified ALDH1A1, NADH fluorescence, propionaldehyde substrate. P00352. 220,000 compounds, 7.3% hits. Potency, µM (titrated, usually from 75.3 µM), inactives show at the top dose activity, negative = inhibition, usual class: inhibitors; active = well fitted inhibition curve with a large enough effect, not every such curve was filed as active; inconclusive = small, poorly fitted or top-dose-only effect, or another doubt; inactive = no such curve, though single readings can be large or run the other way;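 also: plate controls were no enzyme wells and a reference inhibitor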
Target sequence (P00352 whole entry, looked up): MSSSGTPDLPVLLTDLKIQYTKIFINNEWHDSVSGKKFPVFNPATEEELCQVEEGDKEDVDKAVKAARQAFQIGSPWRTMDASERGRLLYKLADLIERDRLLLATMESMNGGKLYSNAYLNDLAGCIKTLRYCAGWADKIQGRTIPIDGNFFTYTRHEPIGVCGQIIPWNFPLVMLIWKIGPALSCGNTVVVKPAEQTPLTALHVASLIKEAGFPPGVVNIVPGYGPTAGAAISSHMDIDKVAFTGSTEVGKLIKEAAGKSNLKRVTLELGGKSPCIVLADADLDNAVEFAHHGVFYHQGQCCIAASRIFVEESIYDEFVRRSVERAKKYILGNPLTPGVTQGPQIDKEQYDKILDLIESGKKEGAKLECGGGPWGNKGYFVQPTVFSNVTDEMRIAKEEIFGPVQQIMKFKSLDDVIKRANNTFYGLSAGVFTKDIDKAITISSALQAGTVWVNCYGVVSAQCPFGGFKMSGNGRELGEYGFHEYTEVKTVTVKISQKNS
KDM4E inh – inhibitors of human JMJD2E histone demethylase. AID 2147. JMJD2E catalytic domain, FDH-coupled NADH fluorescence (FDH is formaldehyde dehydrogenase). 230,000 compounds, 1.6% hits. Potency, µM (titrated, usually from 57.1 µM), without a hit: top-dose activity change, negative = inhibition, usual class: inhibitors; active = well fitted inhibition curve with a large enough effect, not every such curve was filed as active; inconclusive = small, poorly fitted or top-dose-only effect, or another doubt; inactive = no such curve, though single readings can be large or run the other way;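 also: 0% = wells with enzyme and -100% = buffer wells without enzyme; nearly all actives have a fitted effect of over 50% in size; many of its hits are not listed in these tables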
RGS12 GoLoco inh – RGS12 GoLoco-Gai1 interaction inhibition | Potency, µM (titrated, usually from 61.6 µM), without a hit: top-dose activity, negative = inhibition, hits mostly inhibitors | P63096 | Gai1:RGS12 GoLoco peptide FP, rhodamine, 10 min | 230,000 compounds, 0.44% hits; active = well fitted inhibition curve with a large enough effect, not every such curve was filed as active; inactive = no such curve, though single readings can be large or run the other way; also: % is scaled to controls: 0 for no effect and ±100 for the full control effect; nearly all actives have a fitted effect of over 30% in size; many of its hits are not listed in these tables
The depositor's hits bear a star; ? = inconclusive; · = no result given; [ ] = dose if it differs, or a comment. Unless noted, calls follow the shape of the dose curve; as a rule, active = well fitted curve in the direction sought with a large enough effect; inconclusive = small, poorly fitted or top-dose-only effect, or another doubt; inactive = no such curve, though single readings can be large; an effect the other way counts as inactive or inconclusive. Potency is read from the fitted curve at half-maximal effect. This is a subset. The share of hits here may be higher or lower than overall.

No.	smiles	GAA glycogen	GAA inhib	ALDH1A1 block	KDM4E inh	RGS12 GoLoco inh	SMN2 splice up	GAA spleen mod	aGal spleen mod
1	CC(=O)Nc1ccc(NC(=O)C2c3ccccc3Oc3ccccc32)cc1	8%	-1%	3%	10%	-6%	4%	-2%	-14%
2	CC(C)CCNc1nc2c(c(=O)[nH]c(=O)n2C)n1CC(O)COC(C)C (stereo not given)	-2%	2%	-12%	-1%	3%	7%	-6%	-8%
3	Cc1cc(C)n2c(SCC(=O)NCc3ccco3)nnc2n1	4%	0%	4%	-4%	1%	23%	-6%	-8%
4	CC(NC(=O)COc1ccccc1)C(c1ccccc1)N1CCN(C)CC1 (stereo not given)	-6%	-5%	?	4%	-9%	26%	-4%	-4%
5	Cc1[nH]c2ccccc2c1/C=N/Nc1nc(Nc2ccc(F)cc2)nc(N2CCOCC2)n1	?	-1%	-13%	-1%	4%	-13%	-9%	-1%
6	COC(=O)c1sc2ccccc2c1C(=O)OC	1%	2%	-3%	-13%	10%	-5%	-10%	-11%
7	CC1(C)[C@@H](O)CC[C@]2(C)C3C(O)C=C4[C@H]5C[C@@](C)(CO)CC[C@]5(C)CC[C@]4(C)[C@]3(C)CC[C@@H]12 (stereo not given in full)	-6%	·	·	5%	-7%	·	-3%	-11%
8	COc1ccc(S(=O)(=O)N2CCSC2c2ccccc2)cc1 (stereo not given)	-3%	1%	25µM*	?	-6%	-14%	-4%	-1%
9	Cc1cccc(CNc2ncc(-c3cccc([N+](=O)[O-])c3)n2C)c1	?	-1%	?	?	-3%	·	3%	-2%
10	COC(=O)c1cc(NC(=O)CN2CCN(C(C)=O)CC2)cc(C(=O)OC)c1	-3%	-9%	9%	-2%	-3%	11%	-2%	-1%
11	Cc1ccc(-n2c(SCc3nc4ccccc4[nH]3)nnc2-c2ccncc2)cc1	6%	-6%	-7%	-2%	-3%	-3%	-5%	-5%
12	CC(C)(C)NC(=S)NCc1ccc2c(c1)OCO2	11%	?	-4%	7%	8%	4%	-11%	-12%
13	O=C(COC(=O)c1c2c(nc3ccccc13)/C(=C\c1cccs1)CCC2)Nc1ccccc1Cl	3%	1%	?	-20%	4%	-18%	1%	0%
14	Cc1c(NS(=O)(=O)c2ccc3[nH]c(=O)[nH]c3c2)c(=O)n(-c2ccccc2)n1C	4%	-4%	-7%	3%	-6%	-20%	-14%	-11%
15	COc1ccc(C2/C=C\C(c3ccc(OC)cc3)N(Cc3ccc(F)cc3)C(=O)C(=O)N2Cc2ccc(F)cc2)cc1 (stereo not given)	·	·	-14%[50.4 µM]	·	-3%	·	-7%	-4%
16	COC(=O)c1oc2c(c1C)C(=O)CC(C)(C)C2	-12%	-8%	?	10%	5%	-14%	4%	3%

Given screen by screen: part of the list above
11. Cc1ccc(-n2c(SCc3nc4ccccc4[nH]3)nnc2-c2ccncc2)cc1
12. CC(C)(C)NC(=S)NCc1ccc2c(c1)OCO2
13. O=C(COC(=O)c1c2c(nc3ccccc13)/C(=C\c1cccs1)CCC2)Nc1ccccc1Cl
Screen / compound no. | 11 | 12 | 13
GAA glycogen | 6% | 11% | 3%
GAA inhib | -6% | ? | 1%
ALDH1A1 block | -7% | -4% | ?
KDM4E inh | -2% | 7% | -20%
RGS12 GoLoco inh | -3% | 8% | 4%
SMN2 splice up | -3% | 4% | -18%
GAA spleen mod | -5% | -11% | 1%
aGal spleen mod | -5% | -12% | 0%

Other compounds follow.
No.	smiles	GAA glycogen	GAA inhib	ALDH1A1 block	KDM4E inh	RGS12 GoLoco inh	SMN2 splice up	GAA spleen mod	aGal spleen mod
17	Cc1ccc(-c2nnn(CC(=O)N(CC(=O)NC3CCCCC3)c3ccc(F)c(Cl)c3)n2)o1	0%	-7%	8%	9%	-2%	20%	0%	-1%
18	Cc1cnccc1CN(C)Cc1cn(C)nc1-c1ccc(Oc2ccccc2)cc1	-12%	6%	-5%	-5%	20%	-11%	3%	1%
19	COc1ccc(Cl)cc1C(=O)NCc1cnn(C)c1C	10%	-1%	-8%	-6%	-5%	-28%	3%	5%
20	COC(=O)CSc1nc(-c2cccs2)ccc1C#N	-9%	2%	?	?	13%	14µM*	-13%	19%
21	CCOC(=O)COc1ccc2c(c1)C(=O)CC1(CCCCC1)O2	-12%	5%	?	?	-2%	-1%	8%	17%
22	Cc1nnc(SCc2ccc(F)cc2)n1NC/C=C/c1ccccc1	5%	-6%	-7%	4%	-9%	-39%[inhibitor]	2%	6%
23	C=CCN1C=CC=C/C1=C1\SC(=S)N(C)C1=O	2%	-7%	?	-6%	25%	-20%	-3%	-1%
24	CCCC(=O)Nc1ccc(C(=O)NCC(=O)OCC)cc1	-5%	0%	-8%	5%	17%	-8%	-8%	-2%
25	COc1ccc(-n2c(C)n[nH]c2=O)cc1	3%	0%	4%	-3%	6%	-6%	-8%	-2%
26	Cc1cc(-c2cccnc2)c(C#N)c(SCc2cccc(F)c2)n1	10%	8%	?	-8%	9%	-18%	-15%	4%
27	COc1ccc2nc(SCC(=O)Nc3nonc3C)[nH]c2c1	-11%	11%	10%	-20%	3%	·	-6%	-2%
28	CC(C)(C)c1cc(P(=O)(c2ccccc2)c2ccccc2)ccc1O	7%	-2%[15.4 µM]	3%	3%	-1%	·	1%	2%
29	COc1ccc(OC)c(NC(=O)CSc2nc3ccccc3c3nc4ccccc4n23)c1	-3%	9%	3%	-1%	19%	-54%[inhibitor]	-34%	10%
30	Cc1cccc(C)c1NC(=O)CNC(=O)C(NC(=O)c1ccc(C(C)(C)C)cc1)C(C)C (stereo not given)	19%	4%	13%	-2%	·	·	3%	0%
31	CCC1Oc2ccccc2N(CC(=O)NCCCN2CCN(Cc3ccccc3)CC2)C1=O (stereo not given)	8%	-4%	?	5%	1%	12%	-17%	-7%
32	COCCNC(=O)C(OC(=O)CC1Sc2ccccc2NC1=O)c1ccccc1 (stereo not given)	0%	1%	?	-16%	4%	4%	-5%	2%
33	CC(=O)c1cccc(NC(=O)C23CC4CC(C2)CC(n2cncn2)(C4)C3)c1	-1%	7%	10%	12%	16%	-2%	-5%	-1%
34	CN(C)S(=O)(=O)c1ccc(C(=O)Nc2nnc(-c3ccco3)o2)cc1	5%	4%	-3%	?	13%	-4%	0%	3%
35	CN1/C(=C/C2CC(=O)NC2=O)C(C)(C)c2ccccc21 (stereo not given)	?	4%	?	?	52%[activator]	?	1%	-11%
36	CCS(=O)(=O)N1CCN(c2ccc(C(=O)N3CCOCC3)cc2[N+](=O)[O-])CC1	9%	·	·	9%	-7%	·	0%	1%
37	CCCc1ccc(NS(=O)(=O)c2c(C)oc(C)c2C(=O)OC)cc1	2%	·	·	-2%	8%	·	2%	4%
38	CC1CC(NS(=O)(=O)c2cccs2)CC(C)(C)C1 (stereo not given)	-7%	-5%	?	1%	2%	-9%	-10%	-11%
39	CCC(c1c(C)[nH]oc1=O)c1c(C)[nH]oc1=O	-9%	-5%	?	-17%	-3%	14%	-7%	-8%
40	CCC(Sc1ccc2nnc(-c3ccc(OC)c(OC)c3)n2n1)C(=O)O (stereo not given)	-11%	3%	?	?	-6%	-2%	-6%	5%
41	COc1ccccc1CNCC(O)Cn1c2ccccc2c2ccccc21 (stereo not given)	-1%	-5%	?	9%	9%	-70%[inhibitor]	6%	15%
42	COc1ccc(OC)c(S(=O)(=O)Nc2ccccc2F)c1	4%	2%	25%	8%	11%	25%	-2%	-10%
43	Cc1ccc(NS(=O)(=O)c2cc([N+](=O)[O-])ccc2NNC(=S)Nc2cccc(Cl)c2)c(C)c1	?	-19%	0.28µM*	?	288%[activator]	-39%[inhibitor]	-4%	-11%
44	CCOc1ccc2nc(SCC(=O)N(C)C3CCS(=O)(=O)C3)[nH]c2c1 (stereo not given)	-4%	-2%	0%	-7%	·	·	-6%	23%
45	COc1ccc2oc(=O)c(-c3nc4ccccc4o3)cc2c1	2%	7%	?	?	4%	?	2%	10%
46	COc1ccc(-n2nnc3c(SCc4ccccc4)ncnc32)cc1	5%	-13%	13µM*	-22%	1%	-32%[inhibitor]	-4%	-5%
47	CCC(NS(=O)(=O)c1ccc(OC)cc1)C(=O)O (stereo not given)	7%	-2%	3%	1%	8%	-2%	6%	8%
48	NC1=NC(c2ccc(Cl)cc2)n2c(nc3ccccc32)N1 (stereo not given)	3%	-8%	17%	3%	2%	-3%	0%	8%
49	O=c1cc(O)c2sc(Nc3cccc(C(F)(F)F)c3)nc2[nH]1	-12%	-8%	?	5%	34%[activator]	·	2%	-2%
50	O=C(O)c1cccc(CN2C(=O)S/C(=C/c3ccccc3[N+](=O)[O-])C2=O)c1	2%	·	·	6%	6%	·	-8%	-5%
51	O=C1/C(=C/c2ccccc2O)SC(=S)N1Cc1cccnc1	-4%	0%	7.5µM*	-20%	56%[activator]	-19%	0%	15%
52	CCOC(=O)c1[nH]c(C)c(C(=O)OCCOc2cccc(C)c2)c1C	-4%	-9%	15%	1%	-5%	-16%	0%	-1%
53	Cc1ccc(S(=O)(=O)NC(=O)Nc2ncc3c(n2)CC(c2ccco2)CC3=O)cc1 (stereo not given)	0%	-4%	?	-5%	1%	11%	4%	11%
54	Cc1ccc2c(c1)c1cccc3c1n2CCN3CCC(N)=O	-19%	?	?	?	2%	20µM*	8%	26%
55	Cc1noc(C)c1COc1cccc(C(=O)N2CCc3ccccc32)c1	1%	0%	?	1%	5%	-23%	2%	9%
56	COc1ccc(CCNC(=S)NC2CCN(Cc3ccccc3)CC2)cc1OC	12%	11%	5%	6%	12%	-61%[inhibitor]	-3%	1%
57	Cc1c(NC(=O)CN2CCN(c3ccc(F)cc3)CC2)c(=O)n(-c2ccccc2)n1C	2%	5%	4%	6%	1%	-8%	8%	7%
58	CC(C)(C)c1ccc(C(=O)Nc2ccc(CC(=O)O)cc2)o1	5%	-7%	10%	-1%	5%	-28%	6%	5%
59	O=C(Cn1c(-c2ccccn2)nc2ccccc21)NCCN1CCOCC1	4%	?	?	?	5%	29%	-8%	-1%
